# FECH inh = blocks human mitochondrial ferrochelatase activity; 20,000 compounds, 3.3% hits; AID 1671448; P22830; calls only at 10 µM (by protocol); purified FECH, Ni-mesoporphyrin absorbance 550 nm;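 active = enzyme reaction rate more than 3 SD below the solvent-only control wells on the same plate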;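 also: lower slope than DMSO wells means FECH inhibition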
# Target sequence (P22830 whole entry, looked up): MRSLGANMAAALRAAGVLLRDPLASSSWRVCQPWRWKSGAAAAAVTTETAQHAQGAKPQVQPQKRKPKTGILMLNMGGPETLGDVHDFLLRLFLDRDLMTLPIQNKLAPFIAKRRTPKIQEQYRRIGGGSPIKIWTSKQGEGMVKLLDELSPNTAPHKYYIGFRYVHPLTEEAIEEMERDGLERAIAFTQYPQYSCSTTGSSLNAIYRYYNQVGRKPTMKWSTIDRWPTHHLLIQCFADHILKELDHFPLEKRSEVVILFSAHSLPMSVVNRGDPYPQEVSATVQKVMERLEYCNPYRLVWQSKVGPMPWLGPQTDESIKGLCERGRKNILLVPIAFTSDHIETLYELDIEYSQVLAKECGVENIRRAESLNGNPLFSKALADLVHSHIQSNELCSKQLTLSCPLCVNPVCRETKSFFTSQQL
# Calls only; i = inactive; + = active, no number. An excerpt, so the mix of outcomes need not match the whole.
SMILES,FECH inh
COc1cccc(C(=O)Nc2cc(N3CCCS3(=O)=O)ccc2OC)c1,i
CC(=O)N1CCc2c(sc(NC(=O)c3ccco3)c2-c2nc3ccccc3s2)C1,i
CN1CCC(Cc2noc(CCN3CCCCCC3=O)n2)CC1,i
COc1cc(Cn2ccnc2-c2ccc3c(c2)OCO3)cc(OC)c1OC,i
Cc1ccc(F)cc1S(=O)(=O)Nc1cnc(N(C)CCCc2c(C)nn(C)c2C)c(C(=O)O)c1,i
C=C(C)COc1ccc(C(=O)N(C)C(C)c2cccnc2)cc1 (stereo not given),i
c1cncc(-c2cc(Cn3ccnc3-c3nc4c(s3)CCCC4)on2)c1,i
CCCCNC(=O)C1CCN(c2ccc(-c3cccc(C)c3)nn2)CC1,i
O=C1CC(c2cccnc2)c2cnn(CC3CC3)c2N1 (stereo not given),i
Cc1cc(NC(=O)COc2ccccc2C)n(-c2ncnc3c2cnn3-c2cccc(Cl)c2)n1,i
Cc1cc(C)n(CC2(CNC(=O)c3occc3C)CC2)n1,i
CN(C)c1nc2ncnc(SCC(=O)Nc3ccccc3F)c2s1,i
CCC1=NOC(CNc2cc(C(C)C)nc(C)n2)C1 (stereo not given),i
O=C(NCc1ccccc1-n1cncn1)c1ncc[nH]1,i
CN(C(=O)Cn1nnnc1N)C1Cc2ccccc2C1,i
CC(NC(=O)c1cc(-c2ccccc2O)n[nH]1)c1cn2ccsc2n1 (stereo not given),i
CCCCc1nnc(NC(=O)CSCc2cc(=O)n3oc(C)cc3n2)s1,i
COCCN1CCCC(O)(CNCc2ccccc2C(F)(F)F)C1=O (stereo not given),i
COc1cc(Nc2nc(-c3nnc(-c4ccc(C)cc4)o3)nc3ccccc23)cc(OC)c1,i
COCC(=O)N1CCCN(C/C(C)=C/c2ccco2)CC1,i
Cc1ccc(Cn2c(CCNC(=O)Nc3ccc(C)c(F)c3)nc3cccnc32)cc1,i
Cc1ccc(Cn2c(CNC(=O)COc3ccccc3)nc3cccnc32)cc1,i
COc1ccc(-c2noc(CN(C)C(=O)C34CNCC3CNC4)n2)cc1 (stereo not given),i
CCCc1cnc(C)nc1N1CCC(O)(C(=O)O)CC1,i
COCCN1CCC(CN2CCC3(CCCN(C(=O)C4CCCC4)C3)C2)CC1 (stereo not given),i
CC(=O)Nc1c2n(c3ccccc13)CC(C)(C(=O)NC1CCCC1)N(C1CCCC1)C2=O (stereo not given),i
Cc1[nH]c2c(C)ccc(C)c2c1CC(=O)Nc1cnc2n1CCCC2,i
CCC(CC)n1nc(C)cc1NC(=O)CN1CCCCCC1=O,i
Cc1cccc(CN2CCCN(CC(=O)Nc3cc(Cl)ccc3C)S2(=O)=O)c1,+
CCn1ccnc1CN(C)c1cc(OC)ncn1,i

# 2 entries picked at random from those above:
SMILES,FECH inh
COCCN1CCC(CN2CCC3(CCCN(C(=O)C4CCCC4)C3)C2)CC1 (stereo not given),i
CC(=O)Nc1c2n(c3ccccc13)CC(C)(C(=O)NC1CCCC1)N(C1CCCC1)C2=O (stereo not given),i

# (listing goes on)
SMILES,FECH inh
COc1cccc(-c2cnccn2)c1C(=O)N(C(C)C)C(C)C,i
O=C(NCC(=O)N1CCC(c2nc(-c3ccccc3)no2)CC1)c1cccs1,i
CCOc1ccc(CNS(=O)(=O)c2ccc3c(c2)NC(=O)CC(=O)N3)cc1,i
CCCc1cc(C(=O)N2CCCC(C(=O)NCCCO)C2)n[nH]1 (stereo not given),i
COc1ccc(-c2ncc3c(=O)n(CC(=O)c4c(C)n(C)c5ccccc45)c(=O)n(C)c3n2)cc1,i
CSc1nnc(CC2CCN(Cc3cc(C(C)(C)C)n[nH]3)CC2)n1C,i
CCCC(=O)Nc1nc2n(n1)C(c1ccccc1Cl)C=C(c1ccc(C)cc1)N2 (stereo not given),i
CSc1ccc2c(c1)CCN(C(=O)Nc1nc(C)n(C)n1)C2,i
Cc1ccc(C(=O)Oc2ccc(Nc3cc(C)nc4nc(-c5cccnc5)nn34)cc2)cc1,i
COCC(NC(=O)CCn1c(C)cc2ccccc21)c1ccnn1C (stereo not given),i
CCN1C(SCC(=O)Nc2ccccc2F)=NS(=O)(=O)c2ccccc21,+
COc1ccccc1NC(=O)CN1CCCN(Cc2ccc(Cl)cc2)S1(=O)=O,i
COc1ccc(Nc2nc(NCc3cccnc3)nc3c2cnn3-c2ccccc2)cc1,i
Cc1cccc(NC(=O)CSCc2nc(-c3ccccc3)no2)c1C,i
COc1ccc(N2CCN(C(=O)Cn3c(=O)c4cnc(-c5ccccc5)nc4n(C)c3=O)CC2)cc1,i
CC(C)c1cc(C2CCN(C(=O)[C@H]3CCCO3)CC2)[nH]n1,i
Cc1n[nH]c(C)c1Cc1nc(CN2CCN(C)CC2)no1,i
CSc1ccc(CC(=O)N2CCCC(N(C)C)CC2)cc1 (stereo not given),i
CCOc1ccccc1NCc1cc(=O)n2[nH]c(-c3ccc(C(C)(C)C)cc3)nc2n1,i
CC(CNC(=O)c1cnon1)Oc1cccnc1 (stereo not given),i
Cc1nsc(NC(=O)NC(c2ccccn2)C(F)(F)F)n1 (stereo not given),i
COc1cc(C)c(Cl)cc1S(=O)(=O)N1CCN(c2nc(C)cc(N(C)C)n2)CC1,i
Cc1ccc(C(=O)NCc2cccnc2N2CCCN(C)CC2)c(O)c1,i
CO[C@H]1CN(C(C)C)C[C@@H]1Nc1ncc(C)c(N(C)C)n1,i
Cc1ccccc1-c1ncc(CN2CCN(C)C(C(=O)O)C2)cn1 (stereo not given),i
O=C(c1cnccn1)N1CC[C@@H](c2ccc3c(c2)OCO3)[C@H](O)C1,i
C/C(=C\c1ccco1)CN(C)CC1CC(=O)N(C2CCCC2)C1 (stereo not given),i
CCn1c(C2CCN(C(=O)NCCc3ccc(OC)cc3)CC2)n[nH]c1=O,i
COc1cccc2c1OCCCN(C(=O)c1cc(C(C)C)nc(N)n1)C2,i
CN(CCCOc1ccc(F)cc1)Cc1cc2ccc(F)cc2[nH]c1=O,i
CCn1ccc(-c2n[nH]c(=O)n2C2CCCC2)n1,i
N[C@@H]1c2ccccc2C2(CCN(C(=O)Cc3ccc4c(c3)OCO4)CC2)[C@H]1O,i
Cc1nc(C2CC2)ncc1C(=O)NCC(c1ccco1)N1CCCC1 (stereo not given),i
CCC(CO)N(Cc1ccsc1)Cc1c(C)nn(C)c1Cl (stereo not given),i
CCOc1ccc(C(=O)O)cc1-c1ccc(C(=O)N(C)C)cc1,i
c1ccc(Nc2nc(N3CCCC3)nc3c2cnn3-c2ccccc2)cc1,i
Cc1cccc(CN2CCN(C(=O)C(=O)c3ccco3)C(C)C2=O)c1 (stereo not given),i
O=C(CN1CCN(Cc2ccccc2F)S1(=O)=O)Nc1ccccc1,i
Cc1ncc2c(c1CNCC1(O)CCCN(CC3CCC3)C1=O)CCNC2 (stereo not given),i
CCc1oc(C(=O)N(C)Cc2n[nH]c3c2CCC3)cc1CN1CCCC1,i
COCCn1c(CNC(=O)c2ccc(C)cc2)nc2cccnc21,i
CCOc1ccc2[nH]c(=O)c(CN3CCCCC3c3nc(C)no3)cc2c1 (stereo not given),i
CC1CCCCN1CCN(C)Cc1ncc[nH]1 (stereo not given),i
COc1ccc(OC)c(S(=O)(=O)NCCn2c(-c3ccc(F)cc3)nc3cccnc32)c1,i
Cc1ccc(-c2nc(C)cc(OCC(=O)Nc3c(C)cccc3C)n2)cc1,i
C=CCNc1ccccc1C(=O)NCc1cc(-c2cccnc2)no1,i
COc1cc(C)c(S(=O)(=O)N2CCN(c3nc(C)cc(N4CCCC4)n3)CC2)cc1C,i
Cc1[nH]cnc1CN1CCOC(CCNC(=O)c2ccsc2)C1 (stereo not given),i
C=Cc1ccc(CN(c2nc3nc(C)c(Cl)c(C)n3n2)S(=O)(=O)c2ccc(C)cc2)cc1,i
CCOC(=O)c1ccc(NC(=O)c2ccc(=O)n(Cc3ccc(F)cc3)c2)cc1,i
Cn1nc(C(=O)N(Cc2ccccn2)Cc2ccco2)c2c1CCCC2,i
CC(CO)CN(Cc1ccccc1)Cc1cc2ccc(F)cc2[nH]c1=O (stereo not given),i
CCN(CC)C(=O)Cn1c(=O)c2cnc(-c3ccccc3)nc2n(C)c1=O,i
CC(C)CCC(=O)N1CCC2(CCCN(Cc3cnn(C)c3C3CC3)C2)C1 (stereo not given),i
COc1ncccc1NC(=O)c1cccc(CN2[C@@H]3CC[C@H]2CC(O)C3)c1 (stereo not given in full),i
CCNC(=O)CN1c2ccc(Br)cc2-c2ccccc2S1(=O)=O,+
Cc1ccccc1NC(=O)CN1CCCN(Cc2ccccc2)S1(=O)=O,i
Cc1cccc2c(=O)n(CCN3CCCC(c4ccccc4)C3)cnc12 (stereo not given),i
CCC1=C(c2ccc(OC)cc2)S(=O)(=O)N(CC(=O)NCc2ccco2)C1=O,i
CCCOCCN1CCN(c2cc(OC)ncn2)CC1,i

# Part of the list above in order of molar mass, high to low.
SMILES,FECH inh
C=Cc1ccc(CN(c2nc3nc(C)c(Cl)c(C)n3n2)S(=O)(=O)c2ccc(C)cc2)cc1,i
COc1ccc(OC)c(S(=O)(=O)NCCn2c(-c3ccc(F)cc3)nc3cccnc32)c1,i
COc1cc(C)c(S(=O)(=O)N2CCN(c3nc(C)cc(N4CCCC4)n3)CC2)cc1C,i
CCC1=C(c2ccc(OC)cc2)S(=O)(=O)N(CC(=O)NCc2ccco2)C1=O,i
CCNC(=O)CN1c2ccc(Br)cc2-c2ccccc2S1(=O)=O,+
CCOC(=O)c1ccc(NC(=O)c2ccc(=O)n(Cc3ccc(F)cc3)c2)cc1,i
Cc1ncc2c(c1CNCC1(O)CCCN(CC3CCC3)C1=O)CCNC2 (stereo not given),i
CCOc1ccc2[nH]c(=O)c(CN3CCCCC3c3nc(C)no3)cc2c1 (stereo not given),i
COc1ncccc1NC(=O)c1cccc(CN2[C@@H]3CC[C@H]2CC(O)C3)c1 (stereo not given in full),i
O=C(CN1CCN(Cc2ccccc2F)S1(=O)=O)Nc1ccccc1,i
Cc1ccc(-c2nc(C)cc(OCC(=O)Nc3c(C)cccc3C)n2)cc1,i
CCc1oc(C(=O)N(C)Cc2n[nH]c3c2CCC3)cc1CN1CCCC1,i
CC(CO)CN(Cc1ccccc1)Cc1cc2ccc(F)cc2[nH]c1=O (stereo not given),i
Cn1nc(C(=O)N(Cc2ccccn2)Cc2ccco2)c2c1CCCC2,i
Cc1cccc2c(=O)n(CCN3CCCC(c4ccccc4)C3)cnc12 (stereo not given),i
Cc1[nH]cnc1CN1CCOC(CCNC(=O)c2ccsc2)C1 (stereo not given),i
COCCn1c(CNC(=O)c2ccc(C)cc2)nc2cccnc21,i
CCCOCCN1CCN(c2cc(OC)ncn2)CC1,i
CC1CCCCN1CCN(C)Cc1ncc[nH]1 (stereo not given),i

# The list goes on:
SMILES,FECH inh
O=C(c1cn2ccsc2n1)N1C[C@H]2OC(=O)N(Cc3ccccn3)[C@H]2C1,i
OCC#Cc1ccc(-c2nccn2CCc2c[nH]c3ccccc23)s1,i
CCCc1cc(=O)n2[nH]c(CNc3ccccc3C)nc2n1,+
Cc1cc(N2CCCC2)nc(Nc2ccc(NC(=O)c3ccc(C(F)(F)F)cc3)cc2)n1,i
Cc1cc(-c2c(-c3ccccc3)ncn2CCOc2nonc2C)n[nH]1,i
Nc1ccc(S(=O)(=O)Nc2cccc(Cl)c2)cc1S(N)(=O)=O,+
O=C1CN(Cc2cccc(Cl)c2)S(=O)(=O)c2ccccc2N1Cc1ccccc1,i
COc1ccc(Cn2c(CNC(=O)Cc3cccc(C)c3)nc3cccnc32)cc1,i
CCN(CC)CCN1C(=O)c2c(NC(C)=O)c3cc(F)ccc3n2CC1(C)C(=O)NC1CCCC1 (stereo not given),i
CCc1cc(Sc2ccccc2NC(=O)Nc2ccc(Cl)cc2)n2ncnc2n1,i
COc1cc(-n2cnc(C(=O)O)c2)ccc1NC(C)=O,i
O=c1[nH]nc(CCn2ccnc2-c2ccc(-c3ccccc3Cl)o2)[nH]1,i
COc1ccc(C)cc1-n1cnnc1CCc1c(C)n[nH]c1C,i
CC(C)c1ccc(NS(=O)(=O)c2ccc3c(c2)NC(=O)CC(=O)N3)cc1,i
COc1cc(O)ccc1-c1nccn1Cc1cccc(OC)c1OC,i
CCc1c(C)nc2ncnn2c1Sc1ccc(NS(=O)(=O)c2ccc(Cl)cc2)cc1,i
Cc1cc(COc2ccccc2)oc1C(=O)N1CCC(n2ccnc2)C1 (stereo not given),i
CCc1c(C)nc2ncnn2c1Sc1ccc(NC(=O)Cc2ccc(OC)cc2)cc1,i
CCc1ccc(NC(=O)CN2CCN(Cc3ccc(F)cc3)S2(=O)=O)cc1,i
COc1cccc(-c2nc(CSc3nc(C(F)(F)F)cc(=O)[nH]3)c(C)o2)c1OC,i
Cc1nc2nc[nH]n2c(=O)c1NC(=O)NCc1ccccc1,i
CCc1ccc(NS(=O)(=O)c2cc(N3C(=O)CCS3(=O)=O)ccc2OC)cc1,i
Cc1ccc2cc(-c3noc(CCC(=O)N(C)Cc4ccccc4)n3)c(=O)[nH]c2c1,i
CCNc1ncc(C(=O)N2CCOC(CCCC(C)C)C2)cn1 (stereo not given),i
COc1ccc(-c2nc(CN3CCCC(C(N)=O)C3)c(C)o2)c(OC)c1C (stereo not given),i
COc1ccc(CNC(=O)C2CCCN2S(=O)(=O)c2ccc3c(c2)CCCC(=O)N3)cc1 (stereo not given),i
CCC(=O)Nc1ccccc1-c1nnc(SCC(=O)Nc2ccc(Cl)c(Cl)c2)[nH]c1=O,i
COc1cc2cc(CN3CCCC3c3nonc3C)c(=O)[nH]c2cc1OC (stereo not given),i
COC(=O)CN(c1nc2nc(C)c(Cl)c(C)n2n1)S(=O)(=O)c1ccc(Cl)cc1,i
CN1C(=O)c2cc(C(=O)NC3CCCCC3)nn2CC1(C)C(=O)NCc1ccc(F)cc1 (stereo not given),i
CC/C=C(\C)CN1CCNC(=O)C1CC(=O)NC (stereo not given),i
CCn1nc(C)c(NC(=O)CN2CCCC(c3nc(C(C)C)no3)C2)c1C (stereo not given),i
Cc1nccc(-c2cccc(-n3ccnc3C(C)C)c2)n1,i
CCOc1ccc(NC(=O)CSc2ncnc3nc(N(C)C)sc23)cc1,i
CCNC(=O)N1CCC(NC2CCN(c3cc(C)cc(C)c3)CC2)CC1,i
Cc1ccc(C(C)(C)NC(=O)c2cc(COc3ccccc3F)[nH]n2)cc1,i
CC(C)NS(=O)(=O)c1ccc2c(c1)CCN2C(=O)CCC(=O)N1CCOCC1,i
O=C1NCC2(CCCN(C(=O)c3ccc4c(c3)OCCO4)CC2)O1 (stereo not given),i
CCOC(=O)C1(NC(=O)c2ccc(-n3cnnc3)cc2)CCC1,i
Cc1cccn2c(CC(=O)NCCc3csc(-c4ccncc4)n3)cnc12,i
